# ELG1 genotoxic = inducers of genotoxicity in HEK293T ELG1-luciferase cells; Potency, µM (titrated, usually from 46 µM), inactives show top-dose activity change, positive = activation, most hits filed as activators; HEK293T ELG1-luciferase reporter, luminescence, 16 h; actives 1.3% (n = 330,000); AID 504466; also: potency is read from the fitted curve at half-maximal effect; % of control where 0% means no effect; nearly all actives have a fitted effect of over 60% in size
#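 Genotoxicity was scored as increased ELG1-luciferase reporter signal, measured by ONE-Glo luminescence (30 min, room temperature). Compound or vehicle exposure of the HEK293T reporter cells lasted 16 hr at 37°C.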
# B2AR arrestin = agonists driving beta-arrestin recruitment to human beta2-adrenergic receptor. P07550. actives 0.02% (n = 330,000). Potency, µM (series often up to 46.1 µM), without a hit: at the highest dose activation, actives largely listed as activators. beta-arrestin recruitment to beta2AR, cell-based reporter;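 also: potency is read from the fitted curve at half-maximal effect; 0% = DMSO controls and full agonism = EC100 isoproterenol or metaproterenol; nearly all actives have a fitted effect of over 65% in size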
# Target sequence (P07550 whole entry, looked up): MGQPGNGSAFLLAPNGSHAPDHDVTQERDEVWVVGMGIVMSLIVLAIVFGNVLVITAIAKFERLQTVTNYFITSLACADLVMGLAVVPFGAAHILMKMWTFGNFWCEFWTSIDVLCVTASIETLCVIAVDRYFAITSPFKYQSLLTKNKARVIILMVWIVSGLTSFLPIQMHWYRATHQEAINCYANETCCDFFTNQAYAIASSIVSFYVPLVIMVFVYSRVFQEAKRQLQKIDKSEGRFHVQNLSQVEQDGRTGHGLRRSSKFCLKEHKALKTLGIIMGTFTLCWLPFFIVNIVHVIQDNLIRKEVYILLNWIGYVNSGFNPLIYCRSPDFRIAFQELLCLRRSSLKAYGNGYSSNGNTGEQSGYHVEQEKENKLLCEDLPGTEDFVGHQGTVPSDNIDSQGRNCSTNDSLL
# TRPV1 ag = human TRPV1 agonism. TRPV1-expressing cells, Fluo-8 calcium influx, agonist mode. activation, % at 8.33 µM. actives 0.19% (n = 320,000). AID 540275; in the data active = activation above about 80%; inconclusive = between about 30% and that limit; also: 0% is about no effect
#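 TRPV1-expressing cells were cultured overnight at 35.5C and loaded with Fluo-8 calcium dye for 40 to 90 min at room temperature. After a 10 s baseline, compound was added and calcium influx was read kinetically for 3 min (ex 480/em 520 nm).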
# Eya2 inh = inhibitors of human Eya2 phosphatase activity; recombinant Eya2, OMFP fluorescence dephosphorylation (OMFP is methylfluorescein phosphate); actives 0.006% (n = 330,000); O00167; Potency, µM (highest dose often 76.9 µM), for inactives: at the highest dose activity, negative = inhibition, actives largely listed as inhibitors; AID 488837; also: potency is read from the fitted curve at half-maximal effect; % is scaled to controls: 0 for no effect and ±100 for the full control effect
#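 Eya2 (0.2 uM) preincubated 10 min at ambient with compound, then OMFP substrate added at 50 uM; 10 min reaction in 50 mM HEPES pH 7.5, 50 mM NaCl, 5 uM MgCl2, 0.05% BSA, 1 mM DTT. Fluorescence read at Ex 485/Em 525 nm.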
# Integrin act MD = integrin-mediated muscular dystrophy alleviation activation; alpha7betagal myoblasts, beta-gal FDG fluorescence, 48 h; Potency, µM (top dose mostly 38.3 µM), for the others: at the highest dose activation, actives largely listed as activators; actives 0.064% (n = 350,000); AID 624291;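 also: potency is read from the fitted curve at half-maximal effect; 100% = response of the positive control SU9516; nearly all actives have a fitted effect of over 60% in size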
#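 alpha7betagal+/- myoblasts (passage 13, 250/well) treated 48 h at 37C with compounds at 1:260 dilution of DMSO stock. Lysed, then beta-galactosidase activity read as FDG fluorescence (ex 480/em 540) after 30 min, with pre-read for autofluorescence.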
# USP2a inh = inhibitors of human ubiquitin-specific protease USP2a | O75604 | USP2 core, Ub-CHOP2 coupled fluorogenic reporter, 485/531 | Potency, µM (titrated, usually from 38.3 µM), inactives show at the highest dose activity change, negative = inhibition, usual class: inhibitors | actives 0.01% (n = 330,000) | AID 463254;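 also: potency is read from the fitted curve at half-maximal effect; plate controls were DMSO wells for no effect and full inhibition by NEM control for full effect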
# Target sequence (O75604 whole entry, looked up): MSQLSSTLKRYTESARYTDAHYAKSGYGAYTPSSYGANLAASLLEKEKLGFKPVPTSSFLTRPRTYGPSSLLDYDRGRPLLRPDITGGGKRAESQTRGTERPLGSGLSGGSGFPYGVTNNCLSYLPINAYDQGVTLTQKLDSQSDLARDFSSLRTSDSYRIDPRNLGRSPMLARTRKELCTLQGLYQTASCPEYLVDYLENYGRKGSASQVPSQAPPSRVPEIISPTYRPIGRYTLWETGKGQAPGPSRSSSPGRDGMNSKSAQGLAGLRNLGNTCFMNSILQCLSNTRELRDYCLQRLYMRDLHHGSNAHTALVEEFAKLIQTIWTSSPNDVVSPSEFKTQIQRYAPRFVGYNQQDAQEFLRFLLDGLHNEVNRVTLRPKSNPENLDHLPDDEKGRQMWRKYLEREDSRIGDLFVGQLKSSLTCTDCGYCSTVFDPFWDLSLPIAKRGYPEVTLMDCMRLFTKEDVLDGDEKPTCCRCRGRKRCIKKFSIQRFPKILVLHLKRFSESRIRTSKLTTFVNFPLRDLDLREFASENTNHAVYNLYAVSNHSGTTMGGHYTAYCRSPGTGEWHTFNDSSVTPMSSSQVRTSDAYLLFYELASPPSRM
#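 Cell-free coupled assay: 10nM USP2 core preincubated 30min RT with compound in Tris-HCl pH 8.0/CaCl2/CHAPS buffer, then 25nM Ub-CHOP2 and 25nM reporter substrate; fluorescence (Ex 485/Em 531) read after 60min RT, normalized to NEM inhibition, concentration-response curves fitted.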
# S-ASM inh = human S-ASM enzyme inhibition; placental ASM, HMU-PC fluorogenic substrate, 60 min; Potency, µM (series often up to 57.5 µM), inactives show at the highest dose activity change, negative = inhibition, hits mostly inhibitors; actives 0.006% (n = 340,000); AID 504937; also: potency is read from the fitted curve at half-maximal effect
#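 HMU-PC0 cleavage (9 uM final) by human placental ASM, 60 min at 37 °C following 10 min compound exposure at RT; stopped at pH 10, fluorescence Ex 386/Em 447 nm.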
# uPA surface inh = blocks generation of uPA at the cell surface. Potency, µM (doses to about 38.3 µM), without a hit: at the top dose activity change, negative = inhibition, most hits filed as inhibitors. cell surface uPA generation assay, qHTS. AID 540303. actives 0.31% (n = 330,000); active = well fitted inhibition curve with a large enough effect; inconclusive = small, poorly fitted or top-dose-only effect; inactive = no such curve, though single readings can be large or run the other way; tested in mouse RAW 264.7 cells; also: potency is read from the fitted curve at half-maximal effect; % is scaled to controls: 0 for no effect and ±100 for the full control effect; nearly all actives have a fitted effect of over 55% in size
# TSG101-PTAP inh = blocks PTAP/TSG101 interaction to inhibit HIV-1 budding | AID 493005 | Potency, µM (series often up to 115 µM), inactives show at the top dose activity change, negative = inhibition, hits mostly inhibitors | Fluorescence polarization, FITC-PTAP peptide / Tsg101 binding | 340,000 tested, under 10 active; active = well fitted inhibition curve with a large enough effect in the main read-out, with a control signal flat, not every such curve was filed as active; inconclusive = small, poorly fitted or top-dose-only effect, or effect the other way, or a change in a side signal; inactive = no such curve, though single readings can be large or run the other way; also: potency is read from the fitted curve at half-maximal effect; % of control where 0% means no effect
#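 Steps: Tsg101 binding domain dispensed (10 uM final), compounds pinned in DMSO, FITC-labeled PTAP-motif peptide added (50 nM final); after 20 min binding at room temperature, polarization measured.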
# BRCA1 expr up = activators of BRCA1 expression | MCF7-BRCA1-FFLuc reporter, luminescence, 48 h; response scale: scaled: vehicle 0%, 10 µM genistein 100% | Potency, µM (doses to about 46.1 µM), without a hit: at the top dose activation, most hits filed as activators | actives 1.1% (n = 380,000) | AID 624202; also: potency is read from the fitted curve at half-maximal effect; nearly all actives have a fitted effect of over 80% in size; some results filed as inactive show a strong effect at the top dose
#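 Quantitative HTS in MCF7 cells stably reporting BRCA1 expression via firefly luciferase. Compound treatment lasts 48 h at 37 °C in phenol-red free MEM. Activation is expressed relative to genistein at 10 microM and DMSO.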
# p53 reactivator = re-activators of mutant p53 | H1299 p53-A138V BP100-luciferase reporter, luminescence, 24 h | Potency, µM (doses to about 92.2 µM), for inactives: at the highest dose activity change, positive = activation, hits mostly activators | actives 0.063% (n = 320,000) | AID 504706; also: potency is read from the fitted curve at half-maximal effect; % of control where 0% means no effect; nearly all actives have a fitted effect of over 45% in size
#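 p53-null H1299 cells stably carrying temperature-sensitive p53-A138V and a BP100-luciferase reporter were pinned with compounds (4-point, 1:5 series) and held 24 hrs at 37 deg C. Luminescence was read 10 min after detection reagent.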
# * = called active by the depositor; i = inactive; ? = inconclusive; . = no result given; & = joins results of further samples; [ ] = another dose, or the depositor's remark. Unless noted, calls follow the shape of the dose curve; as a rule, active = well fitted curve in the direction sought with a large enough effect; inconclusive = small, poorly fitted or top-dose-only effect, or another doubt; inactive = no such curve, though single readings can be large; an effect the other way counts as inactive or inconclusive.
1	CCC(=O)c1ccc(OCC(=O)OCC(=O)N2c3ccccc3CC2C)cc1 (stereo not given)
2	Cc1nc(C(=O)Nc2ccccc2)sc1C1(C)CC(c2cccc([N+](=O)[O-])c2)=NO1 (stereo not given)
3	O=C(Nc1ccc(F)cc1)N1CCC(c2nc3c(nnn3Cc3ccccc3Cl)c(=O)[nH]2)CC1
4	Cc1ccc2nc(N(CCCN(C)C)C(=O)COc3ccc(Cl)cc3)sc2c1
5	OC1(c2nc3ccccc3[nH]2)CCCCC1
6	COc1ccc(Cn2ccnc2)cc1Br
7	Cc1ccc(C)c(N2CCN(C(=O)c3ccc(N4CCCC4=O)cc3)CC2)c1
8	COc1ccc(C(C(=O)NC(C)(C)C)N(C(=O)Cn2nnc3ccccc32)c2ccc(C(C)=O)cc2)cc1O (stereo not given)
entry no.	1	2	3	4	5	6	7	8
ELG1 genotoxic	1%	-1%	-8%	7%	1%	.	0%	7%
B2AR arrestin	0.3%	3.1%	0.0%	0.1%	0.4%	.	0.1%	-0.1%
TRPV1 ag	0	0	2	5	2	-3	-2	0
Eya2 inh	9%	-3%	2%	-9%	13%	.	-11%	10%
Integrin act MD	-6%	-11%	20%	-25%	17%	-11%	18%	9%
USP2a inh	3%	0%	0%	-3%	-1%	.	0%	3%
S-ASM inh	-5%	-12%	?	-10%	1%	0%	4%	0%
uPA surface inh	2%	-2%	3%	-25%	9%	-10%	-6%	16%
TSG101-PTAP inh	-2%	-6%	-3%	0%	0%	-7%	-8%	-4%
BRCA1 expr up	15%	28%	0%	-27%	7%	-35%	-3%	14%
p53 reactivator	-6%	9%	-6%	-1%	-1%	.	2%	8%

9	O=C(c1cc(-c2ccco2)on1)N1CCN(c2ccccc2)CC1
10	Cc1cc(-n2nc3ccccc3n2)c(O)c([N+](=O)[O-])c1
11	Cn1c(CCNC(=O)c2cccs2)n[nH]c1=S
12	CNC(=O)/C(C#N)=c1\s/c(=C/C(=O)OC)c(=O)n1-c1ccccc1
13	CC(=O)c1cc(CN2CCN(C3CCN(C(C)C)CC3)C(CCO)C2)cs1 (stereo not given)
14	CCOc1cc(C(=S)N2CCOCC2)ccc1OS(=O)(=O)c1ccccc1
15	Cc1cc(C(=O)CN2C(=O)C(=O)N(Cc3ccccc3)C2=O)c(C)n1-c1ccccc1F
16	CCn1c(COc2c(C)cccc2C)nnc1SCc1nc2ccccc2c(=O)[nH]1
entry no.	9	10	11	12	13	14	15	16
ELG1 genotoxic	-1%	0%	2%	3%	3%	-2%	2%	-10%
B2AR arrestin	0.1%	-0.2%	-0.4%	-0.3%	-1.4%	-0.1%	-0.7%	0.0%
TRPV1 ag	8	-3	-1	1	-2	4	6	1
Eya2 inh	8%	4%	0%	9%	17%	-11%	-7%	2%
Integrin act MD	-2%	-20%	6%	16%	-7%	-24%	15%	?
USP2a inh	1%	-1%	-4%	2%	1%	0%	0%	1%
S-ASM inh	-3%	-6%	7%	1%	-2%	-2%	3%	-7%
uPA surface inh	?	2%	1%	-5%	13%	-3%	2%	-4%
TSG101-PTAP inh	1%	-10%	-3%	-5%	0%	0%	-8%	0%
BRCA1 expr up	3%	-30%	-8%	1%	28%	-32%	-11%	-24%
p53 reactivator	2%	.	18%	5%	7%	0%	1%	-3%

17	O=C(Nc1nccs1)c1ccc(COc2ccc(F)cc2)o1
18	CCC(C(=O)N/N=C(\C)c1cccnc1)c1ccccc1 (stereo not given)
19	O=C(CSc1c2c(nc3ccccc13)CCC2)N1CCCC1
20	CCc1ccc2[nH]c(=O)c(CN(Cc3ccco3)S(=O)(=O)c3ccc4c(c3)OCCO4)cc2c1
21	COc1ccc(CCNc2ncnc3[nH]ncc23)cc1OC
22	O=C(NC1CCCCC1)N1CCSC1=Nc1ccccc1
23	Cn1c(=O)n(CC(=O)NCc2cccnc2)c2ccccc21
24	CCOc1ccc(C)cc1S(=O)(=O)n1ccnc1
entry no.	17	18	19	20	21	22	23	24
ELG1 genotoxic	3%	-7%	-10%	4%	-12%	-1%	-3%	11%
B2AR arrestin	-0.6%	0.2%	-0.8%	0.0%	0.2%	2.8%	-0.4%	-0.3%
TRPV1 ag	1	-2	1	7	-3	29	-4	-1
Eya2 inh	-3%	-9%	-8%	-1%	-3%	-4%	-7%	5%
Integrin act MD	-1%[7.66 µM]	-7%	-60%[inhibitor]	-15%	-32%	6%	8%	-11%
USP2a inh	2%	3%	-1%	2%	-1%	0%	5%	2%
S-ASM inh	-5%	-2%	1%	3%	3%	-1%	2%	0%
uPA surface inh	.	1%	-12%	.	-10%	2%	.	7%
TSG101-PTAP inh	-4%	4%	-9%	3%	0%	0%	-1%	-7%
BRCA1 expr up	29%	-24%	-44%	-9%	-27%	-49%	8%	-10%
p53 reactivator	6%	-3%	16%	-2%	10%	1%	4%	-9%

# In the list so far, these contain a Cl atom.
3	O=C(Nc1ccc(F)cc1)N1CCC(c2nc3c(nnn3Cc3ccccc3Cl)c(=O)[nH]2)CC1
4	Cc1ccc2nc(N(CCCN(C)C)C(=O)COc3ccc(Cl)cc3)sc2c1
entry no.	3	4
ELG1 genotoxic	-8%	7%
B2AR arrestin	0.0%	0.1%
TRPV1 ag	2	5
Eya2 inh	2%	-9%
Integrin act MD	20%	-25%
USP2a inh	0%	-3%
S-ASM inh	?	-10%
uPA surface inh	3%	-25%
TSG101-PTAP inh	-3%	0%
BRCA1 expr up	0%	-27%
p53 reactivator	-6%	-1%

# (next part)
25	COc1cccc(Oc2c(C)oc3c(CN4CCOCC4)c(O)ccc3c2=O)c1
26	COc1ccccc1-n1c(C)nc2cc(C(=O)O)ccc21
27	CN(C(=O)Cn1c(=O)oc2ccccc21)C1CCCCC1
28	Nc1nnc(-c2ccc(Cl)c(Cl)c2)s1
29	Cc1cc(NC(=O)CSC2=NS(=O)(=O)c3ccccc3N2)no1
30	CCOC(=O)c1ccc(-n2ccnc2)c(NC(=O)c2ccc(Cl)cc2)c1
31	COc1ccc(NC(=O)CN2CCc3ccccc3C2)c(OC)c1
32	CC(=O)Nc1c2c3c(cccc3n(C)c1=O)C(=O)c1ccccc1-2
entry no.	25	26	27	28	29	30	31	32
ELG1 genotoxic	.	3%	2%	1%	0%	3%	3%	1%
B2AR arrestin	.	0.0%	-0.2%	0.5%	0.3%	0.6%	-0.4%	-0.5%
TRPV1 ag	.	-4	0	-4	0	1	16	-2
Eya2 inh	.	-9%	6%	5%	-32%	4%	-2%	16%
Integrin act MD	15%	-8%	-18%	-6%	-4%	-1%	-9%	-9%
USP2a inh	.	0%	1%	-2%	1%	3%	-1%	8%
S-ASM inh	16%	-2%	-2%	-1%	4%	-2%	5%	12%
uPA surface inh	-4%	-48%	2%	20%	7%	-2%	8%	-2%
TSG101-PTAP inh	-2%	-7%	-2%	-5%	0%	-1%	0%	-13%
BRCA1 expr up	0%	19%	-4%	?	-3%	-17%	-11%	6%
p53 reactivator	.	10%	-14%	4%	-4%	1%	31%	-5%

33	COc1ccc(NC(=O)c2cc(-c3ccc(C)cc3)on2)cc1OC
34	CC(=O)SCC[N+](C)(C)C
35	C=CCNC(=O)N[C@@H](Cc1ccccc1)C(=O)OC
36	CNc1ccccc1C(=O)OC(C)C(=O)Nc1ccc(Cl)cn1 (stereo not given)
37	COC(=O)NCC(c1ccc2c(c1)OCO2)N1CCN(c2ccc(OC)cc2)CC1 (stereo not given)
38	CCOc1ccc2c(=O)c(Oc3ccccc3OCC)coc2c1
39	O=C(NN1CC(C(=O)OCc2ccc(Br)cc2)CC1=O)c1ccccc1 (stereo not given)
40	COc1ccc(-n2c(C)cc(/C=C3\C(=N)N4N=C(CC(=O)N5CCOCC5)SC4=NC3=O)c2C)c(OC)c1
entry no.	33	34	35	36	37	38	39	40
ELG1 genotoxic	-3%	-3%	-1%	?	0%	7%	0%	5%
B2AR arrestin	-0.8%	-0.3%	-0.7%	-0.9%	0.4%	0.3%	0.5%	0.3%
TRPV1 ag	4	-2	0	27	-1	1	4	-1
Eya2 inh	?	-5%&-3%	-5%	8%	-25%	13%	-1%	-10%
Integrin act MD	7%	.	-39%	5%	?	15%	-19%	-37%
USP2a inh	0%	-2%	-2%	-1%	0%	4%	0%	-20%
S-ASM inh	5%	2%	4%	i	-7%	3%	-1%	3%
uPA surface inh	3%	19%	1%	-13%	-21%	-1%	-6%	?
TSG101-PTAP inh	-3%	-4%	-5%	-5%	2%	-3%	-4%	-4%
BRCA1 expr up	-1%	3%	33%	-43%	3%	48%	-1%	-23%
p53 reactivator	26%	0%	-2%	-10%	1%	21%	5%	-14%

# Source: PubChem
